Rtt109 HAT inh: C. albicans Rtt109 histone acetyltransferase inhibition; actives 0.16% (n = 330,000); Q5AAJ8; purified Rtt109/Vps75, ThioGlo CoA-SH fluorescence, 4 h; inhibition, % at 34.9 µM;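 active = inhibition of at least 50% in every replicate; inconclusive = best replicate reaches 50% inhibition but some replicates fall short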
SR-BI DiI-HDL act: activators of SR-BI mediated HDL lipid uptake. CHO ldlA[mSR-BI] cells, DiI-HDL uptake fluorescence, 3 h; 100 = double the neutral-control signal. activation, % at 12.5 µM. actives 0.096% (n = 320,000);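 active = mean replicate activation of at least 60% and every replicate at or above 60%; inconclusive = mean or all-replicate condition met, but not both; inactive = mean below 60% and not all replicates reaching 60%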;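 also: 0% = median plate neutral-control signal and 100% = twice that signal; values of inactives mirror those of a sister screen read the other way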
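Material: SR-BI-overexpressing, LDLR-lacking CHO cells; schedule: compound exposure 3 h, 37 °C; reagent: DiI-labelled HDL at 10 µg/mL final; technique: bottom-read fluorescence, 550/595 nm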
cardiac RTF act: increases calcium sensitivity of human cardiac regulated thin filaments. P19429+P45379. IANBD-labeled TnC RTF fluorescence at EC20 calcium; 0% EC20 calcium, 100% full calcium. activation, % at 7.2 µM. actives 0.24% (n = 340,000). AID 493008;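 active = activation above the mean over all tested compounds plus 3 SD, cut at about 30% in these data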;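 also: rise in fluorescence read as greater calcium sensitivity of cardiac thin filaments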
CDK5 inh: inhibitors of human CDK5/p35 kinase | Q00535+Q15078 | Recombinant CDK5/p35, ADP-Glo luminescence, 60 min | inhibition, % at 10 µM | actives 0.01% (n = 330,000) | AID 488839;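 active = highest replicate inhibition of at least 50% and at least 75% of replicates reaching 50%; inconclusive = only one of the two criteria met; inactive = both criteria failed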;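 also: plate controls were DMSO neutral control for no effect and GW8510 at 10 µM for full effect; many of its hits are not listed in these tables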
Target sequence (Q00535 whole entry, looked up): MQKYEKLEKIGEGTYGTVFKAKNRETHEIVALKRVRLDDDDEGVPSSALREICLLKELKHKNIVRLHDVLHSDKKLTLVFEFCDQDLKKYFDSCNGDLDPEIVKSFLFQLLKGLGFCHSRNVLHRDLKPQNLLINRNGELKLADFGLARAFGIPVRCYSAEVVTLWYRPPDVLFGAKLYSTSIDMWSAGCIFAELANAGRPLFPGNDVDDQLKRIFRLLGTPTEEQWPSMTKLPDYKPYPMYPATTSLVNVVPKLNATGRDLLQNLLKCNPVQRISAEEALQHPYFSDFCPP
Target sequence (Q15078 whole entry, looked up): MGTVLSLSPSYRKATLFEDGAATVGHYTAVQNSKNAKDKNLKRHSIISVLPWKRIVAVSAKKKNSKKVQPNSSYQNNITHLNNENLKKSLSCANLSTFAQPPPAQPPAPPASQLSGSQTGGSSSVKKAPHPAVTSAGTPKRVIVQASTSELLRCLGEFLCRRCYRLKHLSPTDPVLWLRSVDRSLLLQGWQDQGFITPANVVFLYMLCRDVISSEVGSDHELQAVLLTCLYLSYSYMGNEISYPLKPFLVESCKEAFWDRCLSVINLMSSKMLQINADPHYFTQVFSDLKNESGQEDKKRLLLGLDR
SR-BI DiI inh: mouse SR-BI HDL lipid transfer inhibition; Q61009; actives 0.96% (n = 320,000); inhibition, % at 12.5 µM; ldlA[mSR-BI] CHO cells, DiI-HDL uptake fluorescence, 3 h;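 active = mean replicate inhibition of at least 70% and a set share of replicates each scoring 70 or more; inconclusive = meets just one of the two criteria; inactive = fails both criteria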;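 also: 0% = median of neutral control wells and 100% = median of positive control wells; values of inactives mirror those of a sister screen read the other way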
HTR5A ag ctr: HTR5A agonism, opioid heterodimer counter-screen | activation, % at 9.3 µM | AID 504692 | HTR5A agonist assay, luminescence, cell-based | actives 0.61% (n = 340,000) | P47898; in the data active = activation mostly above about 9.5%, no sharp cut-off; inactive = mostly below about 7.6%;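 also: 0% = cells with vehicle only and 100% = reference agonist; strong numbers were not always called active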
Target sequence (P47898 whole entry, looked up): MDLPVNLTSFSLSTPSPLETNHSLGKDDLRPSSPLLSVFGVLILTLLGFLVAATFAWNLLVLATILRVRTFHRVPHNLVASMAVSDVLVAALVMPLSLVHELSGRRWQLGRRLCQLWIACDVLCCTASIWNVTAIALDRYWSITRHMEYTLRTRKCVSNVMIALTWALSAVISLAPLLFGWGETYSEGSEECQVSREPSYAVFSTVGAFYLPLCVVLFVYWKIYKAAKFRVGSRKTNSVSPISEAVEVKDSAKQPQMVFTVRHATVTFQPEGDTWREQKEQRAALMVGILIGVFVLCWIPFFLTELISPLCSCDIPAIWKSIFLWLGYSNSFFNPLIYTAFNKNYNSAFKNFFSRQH
Wnt bcat act: activates Wnt/beta-catenin signaling in a reporter cell assay. activator, plate reader. activation, % at 9.35 µM. actives 1.2% (n = 300,000); in the data active = activation above about 30%, passing the limit was not always enough; inconclusive = no clear call, values can overlap the other calls;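 also: 0% = neutral control wells and 100% = positive control wells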
dFosB act: enhances mouse delta FosB homodimer DNA binding; actives 0.99% (n = 340,000); activation, % at 25 µM; P13346; purified delta FosB, TAMRA-CDK5 oligo fluorescence polarization; percent of positive-control signal above neutral wells; AID 493131;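 active = mean activation above about 17%, with every replicate also reaching it, limit read from the data, passing the limit was not always enough; inconclusive = only one of the two conditions met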;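 also: fluorescence polarization rise as delta FosB binds a TAMRA Cdk5 AP-1 oligo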
PvdQ inh: P. aeruginosa PvdQ acylase inhibition | actives 0.063% (n = 340,000) | purified PvdQ acylase, fluorescence plate reader | inhibition, % at 10 µM | AID 488965; in the data active = inhibition above about 30%, passing the limit was not always enough; inconclusive = no clear call, values can overlap the other calls;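 also: 0% = vehicle neutral wells and 100% = reference inhibitor wells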
MITF act: MITF TRPM1 promoter activation in melanoma cells | SK-MEL-5 TRPM1-promoter luciferase, 24 h; % of positive control, neutral wells = 0 | activation, % at 12.5 µM | actives 0.75% (n = 300,000) | AID 588334;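 active = mean activation of at least 80% with every replicate also reaching 80%; inconclusive = mean reaches 80% but some replicate falls short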;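 also: 0% = neutral control wells and 100% = parthenolide positive control wells; values of inactives mirror those of a sister screen read the other way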
An asterisk follows results filed as active; ? = inconclusive; . = no result given. Compounds were not picked by outcome; overall some 4.4% were active at least once.

smiles	PvdQ inh	SR-BI DiI-HDL act	CDK5 inh	dFosB act	MITF act	Wnt bcat act	cardiac RTF act	SR-BI DiI inh	Rtt109 HAT inh	HTR5A ag ctr
COc1ccc(O)c(N)c1	7	-2	.	.	.	-2	.	2	-1	.
CCOC(=O)Cc1csc(NC(=O)CSc2nc(-c3ccccc3)c(C#N)c(=O)[nH]2)n1	-13	2	-0.9	-14	-2	-1	2	-2	-10	0
CCOCC(=O)Nc1ccc(C)c(Cl)c1	-9	1	.	-4	-1	7	-3	-1	-7	-4
COc1ccc(CC2(CO)CCN(Cc3ccc4c(c3)CCO4)CC2)cc1	10	-38	0.4	-5	8	-2	6	38	5	-10
COCCNC(=O)C(c1c[nH]c2ccccc12)N(C(=O)c1snc(C(N)=O)c1N)c1cccc(OC)c1 (configuration not stated)	-13	-5	-0.4	-3	1	0	3	5	-5	8
CS(=O)(=O)Nc1ccccc1C(=O)N1CCOCC1	-1	8	0.8	0	.	3	0	-8	-4	6
Cc1nc(-c2ccccc2)cc(=O)[nH]1	-6	-1	-0.9	-2	.	.	9	1	-4	2
COCCN1CSC(=S)N(Cc2ccco2)C1	-12	-4	-0.1	-5	-23	.	2	4	-2	-3
CS(=O)(=O)Nc1ccccc1C(=O)Nc1cc(Cl)cc(Cl)c1	-4	7	2.4	2	-9	.	1	-7	-32	1
COc1ccc(CC(=O)Nc2ccc(S(=O)(=O)Nc3cc(OC)nc(OC)n3)cc2)cc1	3	.	-0.4	-2	1	0	2	.	35	2
COC(=O)c1[nH]c2ccc(C)cc2c1NC(=O)CN1CCN(c2ccccc2)CC1	-4	-3	-1.2	-12	-21	-7	-5	3	-22	5
CCN(CC(=O)Nc1ccccc1OC)C(=O)c1ccc(NS(=O)(=O)c2ccc(C(C)=O)cc2)cc1	-4	-2	1.2	-8	3	1	3	2	-5	0
Cc1cccc(OCc2nnc(SCC(=O)N(c3ccccc3)C3CCS(=O)(=O)C3)o2)c1 (configuration not stated)	-7	-21	-0.4	-2	1	1	5	21	-5	-5
O=C(NCc1ccccn1)C1CCN(S(=O)(=O)N2CCC3(CC2)OCCO3)CC1	-13	17	1.0	-6	-1	-4	0	-17	-8	-1
CC(=O)c1ccc(NC(=O)Cn2cnc(S(=O)(=O)N3CCCCC3)c2)cc1	11	9	0.9	-6	7	1	-1	-9	27	5
COC(=O)CC[C@@H](C(=O)O)N1C(=O)c2ccccc2C1=O	0	-14	1.0	-4	-6	-8	0	14	.	2
O=C(CC(=O)c1ccccc1)CS(=O)(=O)c1ccccc1	-14	7	0.8	1	6	12	-2	-7	-3	2
Cc1cc2nnc(SCc3ccc4c(c3)OCO4)n2c2ccccc12	-17	-1	-0.2	-7	4	-2	-6	1	1	7
CCNC(=S)NCCN1CCOCC1	-9	-12	-1.8	5	9	.	-3	12	5	-1
COCCCNC(=O)C1CCN(S(=O)(=O)N(CC(C)C)CC(C)C)CC1	-2	-18	-2.3	-6	5	.	-3	18	-5	1
CCN1C(=O)C(CC(=O)Nc2ccc(OC)cc2)N(CCCN2CCN(c3ccc(OC)cc3)CC2)C1=S (configuration not stated)	-3	-59	-0.4	-8	-13	0	-3	59	-7	-7
C/C(=N\NC(=O)c1ccco1)c1ccc(-c2ccccc2)cc1	-1	-10	-3.4	-15	76	26	-2	10	-3	4
CC(=O)Cc1nsc(NC(=O)c2ccc(-c3cccc(Cl)c3)o2)n1	7	-13	2.6	-19	3	-1	1	13	3	6
CC(C)C(=O)Nc1nc(-c2ccc(S(=O)(=O)N3CCOCC3)cc2)cs1	1	-1	-0.3	-4	3	-4	-2	1	-19	1
CCN(Cc1cnn(C)c1)Cc1nc(C(c2ccccc2)c2ccccc2)no1	-6	21	0.9	-16	3	-3	-3	-21	-5	4
O=C(COC(=O)/C=C/c1ccc(OC(F)F)cc1)NC(=O)NC1CCCCC1	-13	8	-0.8	-7	10	-2	4	-8	-41	1
CCc1sc(NS(C)(=O)=O)nc1-c1ccccc1	-2	4	-0.4	0	-9	-1	0	-4	1	-2
COCc1nc2sc3c(c2c(=O)[nH]1)CCCC3	-7	14	-1.6	-2	11	0	11	-14	-1	-5
Cc1nnsc1C(=O)NCc1c(F)cccc1Cl	-1	28	1.7	0	-1	-1	2	-28	-11	2
Cc1cc(C)cc(NS(=O)(=O)c2cc(Br)cnc2N)c1	-2	-2	-0.6	-4	-5	-1	-4	2	5	5
COc1ccc(C2=NS(=O)(=O)N(C)C(C(=O)NC(C)c3ccccc3)=C2)cc1OC (configuration not stated)	3	-16	0.4	1	12	-1	2	16	14	-3
CC1CCN(CCC(=O)Nc2nccs2)CC1	-14	13	-0.4	2	.	0	-6	-13	-16	5
O=S(=O)(c1ccc(F)cc1)N(CCO)CC(O)Cn1c2ccccc2c2ccccc21 (configuration not stated)	-3	28	-0.8	-17	12	.	6	-28	12	3
COc1ccc(C(=O)CCN2CCN(c3ccccc3OC)CC2)cc1	11	3	-0.6	2	-4	0	-3	-3	?	9
COc1ccc(NC(=O)CCS(=O)(=O)c2ccc3c(c2)oc(=O)n3C)cc1OC	-11	7	.	-4	3	22	-5	-7	-7	1
O=C(CNC(=O)c1ccccc1Cl)NC1CCN(Cc2ccccc2)CC1	0	-11	0.1	-1	-5	0	-1	11	-4	-2
CCN(CC)c1nc(-c2ccc(Cl)cc2)cc(C(F)(F)F)c1C#N	5	3	-0.9	2	-7	.	-6	-3	3	-8
COc1ccc(C2(C)NC(=O)N(CC(=O)Nc3ccc(-c4nc5ccc(C)cc5s4)cc3)C2=O)cc1 (configuration not stated)	4	-66	-1.1	13	42	-1	.	66	12	.
COc1ccc(-c2csc(NC(=O)CN3C(=O)NC4(CCCC4)C3=O)n2)cc1	6	-37	0.8	6	6	-7	-2	37	-2	-3
Cc1cc(=O)n(-c2ccc(O)cc2)[nH]1	-1	21	-3.2	4	-7	.	-3	-21	1	1
CC(C)COC(=O)c1cc(=O)[nH]c2ccccc12	-13	6	1.1	0	2	.	-4	-6	-2	-1
Cc1cccc(-c2nc3c(s2)CCc2onc(-c4ccc(Br)cc4)c2-3)c1	6	-33	-0.1	3	9	0	-10	33	0	-4
CC(C)(C)c1ccc(OCc2ccc(C(=O)N/N=C/c3ccc(O)c(O)c3)cc2)cc1	-10	-107	0.1	-6	1	-20	4	107*	-7	8.8*
CCCn1c(O)c(N=NC(=O)CNC(=O)Cc2ccc(OC)cc2)c2ccccc21	2	-12	1.3	-1	-7	-2	-1	12	10	-1
CCOC(=O)C1CCN(c2cc3c(cc2NC(=O)c2ccccc2)n(C)c(=O)n3C)CC1	-5	-8	3.2	-6	.	-4	-3	8	-5	-3
COc1cc(C)nc(N2CCC(C(N)=O)CC2)n1	-5	7	0.1	12	-3	3	-5	-7	-3	3
CN1CCN(C(=O)c2ccccc2NC(=O)c2sc3ccccc3c2Cl)CC1	-8	-13	-0.7	-12	.	2	-2	13	-5	0
O=C(NCCc1ccccc1)c1nc2ncccn2n1	3	37	-2.4	-4	-4	.	-3	-37	3	-1
COc1ccc(NC(=O)CCN2CCN(c3ccc(F)cc3)CC2)cc1	4	3	-0.7	0	10	1	0	-3	1	3
O=C(CN1C(=O)NC(Cc2c[nH]c3ccccc23)C1=O)Nc1ccc(F)cc1F (configuration not stated)	3	-16	0.6	4	-14	-3	0	16	-4	4

Further entries follow:
smiles	PvdQ inh	SR-BI DiI-HDL act	CDK5 inh	dFosB act	MITF act	Wnt bcat act	cardiac RTF act	SR-BI DiI inh	Rtt109 HAT inh	HTR5A ag ctr
NC(=O)CN1C(=O)NC(c2ccccc2)(c2ccccc2)C1=O	-4	.	0.9	-3	-6	-3	-2	.	-21	-2
Cc1cc2c(n1-c1ccc(Br)cc1)CC(C)(C)CC2=O	1	-14	3.0	-5	-7	-5	0	14	7	0
O=C(Nc1ccc(N2CCN(C(=O)c3ccccc3)CC2)cc1)c1cccnc1	11	.	0.8	-7	2	-2	-2	.	-3	3
Cc1nn(CC(=O)Nc2cccnc2)c(=O)c2ccccc12	1	-6	-0.4	2	-6	-5	-2	6	1	0
C[C@H]1CN([C@@H](C)CO)C(=O)c2cc(NC(=O)c3ccncc3)ccc2O[C@H]1CN(C)Cc1ccc(C(=O)O)cc1	-6	21	-1.2	-4	-5	-1	1	-21	-1	1
CCCNC(=O)c1ccc(N2CCC3(CC2)CC(c2ccccc2)=NO3)c(N)c1	-3	-42	0.4	-7	3	-2	-1	42	-7	0
CCN(CC)c1ccc(/C=N/O)cc1	12	4	0.2	-7	4	3	2	-4	14	-3
COc1ccc(-c2sc3cc(OC)c(OC)cc3c2C#CC(C)(C)O)cc1	-14	-61	-1.1	-10	31	-2	-4	61	0	4
Cc1cc(=O)[nH]c(SCCCOc2ccc3c(c2)CCC3)n1	-12	-14	-0.5	-5	-4	.	-8	14	2	5
CCN(CC)S(=O)(=O)c1ccc(Cl)c(NC(=O)c2cc(Cl)ccc2Cl)c1	-4	-68	0.9	-7	-3	-3	8	68	-5	4
CN(C)S(=O)(=O)c1ccc(C(=O)NC2CCCc3ccccc32)cc1 (configuration not stated)	-15	-4	1.6	-5	-2	-4	7	4	9	4
Cc1nn(C)cc1-c1n[nH]c(=S)n1-c1ccc(F)cc1	-4	-2	0.6	1	-3	0	-4	2	2	-2
O=C(NCCCn1ccnc1)/C(=C\c1cccs1)NC(=O)c1ccccc1	-3	6	0.7	-5	11	0	0	-6	-7	1
CC1(C)C(c2cccs2)=[N+]([O-])C2(CCCCC/C2=N\NC(N)=O)N1O (configuration not stated)	7	30	-0.9	3	6	.	-3	-30	-8	-3
CCCCCCSc1ccc([C@@H]2[C@@H]3C(=O)N(CC)C(=O)[C@@H]3[C@]3(C(=O)OC)CCCCN23)cc1	-6	-9	-1.2	-1	2	-10	0	9	7	-2
Cn1cccc1/C=C1\SC(=O)N(CC(=O)Nc2ccc(F)cc2)C1=O	-16	-5	-0.1	31*	3	-1	-1	5	-6	-1
O=C(NC1CCCc2c1cnn2-c1cc(F)cc(F)c1)c1ccncc1 (configuration not stated)	-10	-4	1.7	-10	0	1	8	4	-23	-1
S=c1[nH]cc(-c2ccccc2)n1-c1ccccc1	-1	6	3.2	3	-5	-1	-3	-6	1	-3
O=C(NC1CCCCC1)C(c1ccco1)N(C(=O)c1csnn1)c1cccc(F)c1 (configuration not stated)	-5	.	-7.0	-11	-10	-2	0	.	-13	1
